inhibitors of VEEV = inhibitors of VEEV TC-83 cytopathic effect, confirmation, Vero cells (AID 588727); Vero cells, VEEV TC-83 cytopathic effect inhibition; higher % means a stronger effect; inhibition, % at 20 µM, or IC50 in µM where a hit was titrated; 350,000 compounds, 0.13% hits; in the data active means a potency from the dose series; inconclusive means inhibition mostly from about 14% at the one dose, without a potency; inactive means the rest, 99 in 100 with inhibition below about 12%; further: strong numbers were not always called active
M. tuberculosis = growth inhibition of non-replicating M. tuberculosis (AID 488890); 320,000 compounds, 0.39% hits; one-dose inhibition, % at 25 µM; IC50 in µM for titrated hits; Mycobacterium tuberculosis non-replicating, growth inhibition; higher % means a stronger effect; in the data active means a potency from the dose series; inconclusive means inhibition mostly from about 82% at the one dose, without a potency; inactive means the rest, 99 in 100 with inhibition below about 76%;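 further: plate controls were DMSO cells for no effect and high antibiotic wells for full effect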
H1N1 NS1A inhibition = H1N1 influenza NS1A inhibitors, functional cell based assay (AID 504329); NS1A functional cell-based assay, percent inhibition; higher % means a stronger effect; one-dose inhibition, % at 12.5 µM; IC50 in µM for titrated hits; 340,000 compounds, 0.3% hits; in the data active means a potency from the dose series; inconclusive means inhibition above about 27% without an active follow-up result; further: strong numbers were not always called active
Salmonella PhoP GFP = PhoP regulon inhibitors, Salmonella typhi PhoP promoter GFP reporter, confirmatory (AID 1850) | inhibition, % at 50 µM, or IC50 in µM where a hit was titrated | Salmonella Typhi PhoP-promoter GFP reporter, fluorescence, 4 h; higher % means a stronger effect | 310,000 compounds, 0.33% hits; in the data active means a potency from the dose series; inconclusive means inhibition mostly from about 25% at the one dose, without a potency; inactive means the rest, 99 in 100 with inhibition below about 19%;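 further: 0% = induced wells with vehicle and 100% = uninduced wells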
H37Rv inhibition = M. tuberculosis growth inhibition, HTS (AID 449762); M. tuberculosis H37Rv growth inhibition, 7H9 media; higher % means a stronger effect; inhibition, % at 25 µM; hits with a dose series show IC50 in µM; 330,000 compounds, 0.59% hits; in the data active means a potency from the dose series; inconclusive means inhibition above about 70% without an active follow-up result;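 further: bacterial growth assessed after seven days of incubation; strong numbers were not always called active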
* hit, by the source's call; i = inactive; ? = inconclusive; nt = no result given. Rows were taken by chance (roughly 1.4% active in at least one column).

compound	H1N1 NS1A inhibition	inhibitors of VEEV	Salmonella PhoP GFP	H37Rv inhibition	M. tuberculosis
CSc1ccccc1NC(=O)C1CC(c2c(F)cccc2Cl)=NO1 (configuration not stated)	-1.2%	i	-6.8%	-12.7%	62.6%
Cc1cc(=O)n2nc(N3CCCC(C(=O)NCc4ccc5c(c4)OCO5)C3)sc2n1 (configuration not stated)	6.4%	3.3%	4.5%	-10.3%	-7.7%
COC(=O)c1ccc(Cl)c(NS(=O)(=O)c2ccc3c(c2)OCCO3)c1	-15.2%	7.1%	3.4%	-1.6%	-7.1%
CCOC(=O)c1c(C)[nH]c(C(=O)OC(C)C(=O)NCc2ccccc2)c1C (configuration not stated)	7.2%	0.1%	-4.1%	10.1%	-6.2%
N/C(Cc1ccc(Cl)cc1)=N\OC(=O)c1cccc2ccccc12	-1.5%	?	0.3%	-4.7%	71.9%
C(=N\NC(=Nc1ccccc1)c1ccccn1)/c1ccccn1	-2.1%	3.2%	-1.4%	-1.4%	-16.8%
COCCCNC(=O)Cn1cc(/C=C(\C#N)C(=O)NC2CC2)c2ccccc21	-1.1%	2.3%	-2.6%	3.8%	9.5%
CN(C)c1ccc(C(=O)c2ccc(N(C)C)c(N)c2)cc1N	13.5%	5.6%	-4.6%	4.8%	8.8%
C=C(C)[C@@]12OC3(c4ccccc4)O[C@@H]1C1[C@@H]4O[C@]4(CO)[C@@H](O)[C@]4(O)C(=O)C(C)=C[C@H]4[C@@]1(O3)[C@H](C)[C@H]2OC(=O)/C=C/C=C/c1ccccc1 (some centres not stated)	6.3%	24.1%	15.3%	33.1%	-0.9%
CCOC(=O)c1ccc(NC(=O)CSc2nc(=O)n(CCN3CCOCC3)c3c2CCC3)cc1	-4.0%	4.4%	5.0%	29.6%	22.9%
CCOC(=O)N1CCN(c2c(N3CCN(c4ccccn4)CC3)c(=O)c2=O)CC1	-1.0%	0.6%	-12.0%	-17.0%	nt
c1ccc(SCCOCCn2cncn2)cc1	-9.8%	0.4%	5.0%	-5.1%	-7.1%
COCCCNC(=O)CN1C(=O)COc2ccc(S(=O)(=O)N3CCCCCC3)cc21	-6.9%	i	15.9%	3.5%	-7.3%
CCOP(=O)(Cc1ccc(C(C)(C)CC(C)=O)o1)OCC	4.9%	i	-4.5%	-10.3%	-9.6%
CC(C)C(=O)NNS(=O)(=O)c1ccccc1	28.1%	1.2%	3.1%	0.1%	-11.5%
Nc1c(C(=O)N/N=C/c2ccccc2)cnn1-c1ccccc1	2.8%	4.8%	-2.0%	10.2%	-8.2%
Cc1ccc(CN2CCN(c3ncccn3)CC2)o1	4.4%	i	-2.7%	4.9%	0.8%
CCCCn1c(CN2CCN(CCO)CC2)nc2ccccc21	6.5%	1.5%	-4.8%	2.1%	28.0%
CCn1nnnc1SCC(=O)N1CCN(Cc2ccc3c(c2)OCCO3)CC1	0.5%	2.2%	nt	0.5%	-0.3%
Nc1ncnc2c1ncn2[C@@H]1O[C@H](CNC(=O)[C@@H]2CCC(=O)N2)[C@@H](O)[C@H]1O	-7.5%	i	nt	nt	nt
Cc1nc(SCC(=O)NC2CCCC2)[nH]c(=O)c1Cc1ccccc1	-10.0%	0.3%	13.2%	3.6%	11.7%
O=C(CSc1ncn[nH]1)c1ccc2c(c1)OCO2	2.3%	1.7%	1.6%	8.9%	15.6%
CC(=O)Nc1ccc(NC(=O)CSc2nnc(CNc3ccc(F)cc3)n2CC2CCCO2)cc1 (configuration not stated)	-13.3%	3.1%	-4.1%	2.5%	-2.2%
COc1ccc(CCNC(=O)CCCN2C(=O)c3ccccc3C2=O)cc1OC	-5.5%	i	-7.1%	-2.5%	0.7%

Another view of some results above:
canonical_smiles: CCCCn1c(CN2CCN(CCO)CC2)nc2ccccc21
- H1N1 NS1A inhibition: 6.5%
- inhibitors of VEEV: 1.5%
- Salmonella PhoP GFP: -4.8%
- H37Rv inhibition: 2.1%
- M. tuberculosis: 28.0%

canonical_smiles: CCn1nnnc1SCC(=O)N1CCN(Cc2ccc3c(c2)OCCO3)CC1
- H1N1 NS1A inhibition: 0.5%
- inhibitors of VEEV: 2.2%
- Salmonella PhoP GFP: nt
- H37Rv inhibition: 0.5%
- M. tuberculosis: -0.3%

canonical_smiles: Nc1ncnc2c1ncn2[C@@H]1O[C@H](CNC(=O)[C@@H]2CCC(=O)N2)[C@@H](O)[C@H]1O
- H1N1 NS1A inhibition: -7.5%
- inhibitors of VEEV: i
- Salmonella PhoP GFP: nt
- H37Rv inhibition: nt
- M. tuberculosis: nt

canonical_smiles: Cc1nc(SCC(=O)NC2CCCC2)[nH]c(=O)c1Cc1ccccc1
- H1N1 NS1A inhibition: -10.0%
- inhibitors of VEEV: 0.3%
- Salmonella PhoP GFP: 13.2%
- H37Rv inhibition: 3.6%
- M. tuberculosis: 11.7%

More structures:
compound	H1N1 NS1A inhibition	inhibitors of VEEV	Salmonella PhoP GFP	H37Rv inhibition	M. tuberculosis
CN(CC(=O)Nc1ccc(F)cc1)C(=O)Cn1cnc2ccc([N+](=O)[O-])cc2c1=O	2.2%	2.1%	nt	-3.8%	5.5%
CCCSc1nc2c(c(=O)n1-c1ccc(OCC)cc1)SCC2	-3.2%	0.9%	-1.9%	nt	-10.5%
CCN1C(=O)C(=O)N(CC(=O)N2CCN(c3ccccc3)CC2)C1=O	-4.1%	1.2%	1.6%	1.8%	-21.9%
CCc1ccc2[nH]c3nc(SCCN4CCOCC4)nnc3c2c1	-5.6%	3.3%	0.7%	5.6%	5.9%
O=C1N=C(N2CCC(Cc3ccccc3)CC2)S/C1=C/c1cn[nH]c1-c1ccccc1	2.8%	2.8%	-5.6%	27.5µM*	-2.2%
O=C1NC2(CCCCCC2)C(=O)N1Cc1c(F)cccc1Cl	18.8%	i	5.4%	-3.0%	-8.1%
O=C(CN1CCN(c2ccc(Cl)cc2)CC1)c1ccccc1	5.5%	3.0%	3.6%	-5.8%	8.3%
CCOc1ccccc1CN1CCC(O)CC1	6.4%	0.5%	4.8%	-2.3%	-2.1%
O=C1COc2ccc(C(=O)COC(=O)c3ccc(Cl)cc3[N+](=O)[O-])cc2N1	-14.3%	2.6%	4.2%	18.2%	14.2%
CCOC(=O)C(C(=O)OCC)c1cc(Br)c2noc3c2c1C(=O)c1ccccc1-3	35.5µM*	1.9%	-1.1%	?	?
CCC(C)Nc1nc(OC)nc(N(C)C#N)n1 (configuration not stated)	1.1%	0.9%	3.2%	6.2%	7.2%
COCCCN1CC(=O)N2Cc3[nH]c4ccccc4c3C[C@H]2C1=O	7.8%	i	-5.0%	3.5%	-12.2%
COc1cccc(-n2c(SCC(=O)NCc3ccco3)nnc2-c2c[nH]c3ccccc23)c1	6.1%	8.2%	-5.7%	-3.4%	-9.1%
O=C(O)CSc1ccc2ccccc2n1	-0.1%	1.1%	1.7%	4.5%	7.2%
CC1(C)NC(=O)N(CCCCSc2ccc(Cl)cc2)C1=O	1.4%	i	-8.9%	-1.1%	35.1%
O=C(CCCNS(=O)(=O)c1cccc2nsnc12)NCc1ccc(F)cc1	5.9%	3.3%	16.2%	-20.0%	-7.0%
COC(=O)[C@@H]1C2CCC(C(=O)Nc3ccccc3)(CC2)[C@@H]1C(=O)OC	-6.8%	0.3%	-16.2%	2.7%	-1.0%
Cc1cccc(C)c1OCC(=O)OCC(=O)c1ccc2c(c1)NC(=O)CO2	7.0%	0.5%	1.9%	0.1%	2.2%
CC(=O)c1ccc(N2CCN(C(=O)Nc3ccc(F)cc3F)CC2)cc1	3.2%	1.9%	0.8%	-5.9%	22.0%
NC(=O)c1ccc(NC(=O)CCC(=O)c2cccs2)cc1	4.2%	i	-3.8%	0.7%	7.2%
O=C(Cc1cccc(NC(=O)C2CCN(C(=O)C3CCCCC3)CC2)c1)Nc1cccc(C(=O)N2CCOCC2)c1	19.7%	i	nt	nt	nt
C=CCn1c(CNS(=O)(=O)c2ccc(F)cc2)n[nH]c1=S	-7.7%	0.5%	2.7%	2.6%	15.3%
COc1ccc(C(=O)Nc2cccc(S(C)(=O)=O)c2)cc1OC	2.8%	1.0%	-3.7%	-1.2%	-4.8%
O=C(N/N=C/C1CC2CCC1C2)c1c[nH]c2ccccc12 (configuration not stated)	8.5%	i	3.4%	4.3%	13.1%
Cc1ccc(CNC(=O)C2CCCN(S(=O)(=O)c3cnc[nH]3)C2)cc1 (configuration not stated)	-5.8%	0.6%	-12.2%	-10.3%	-4.8%
COc1ccc(C(=O)C(CN2CCOCC2)c2ccccc2)cc1 (configuration not stated)	-12.5%	1.7%	-2.4%	?	?
Cc1cc(Sc2nc(N)ncc2[N+](=O)[O-])ncn1	11.4%	?	-1.9%	48.9%	?
COc1ccc2oc(C(=O)OCc3c(C)noc3C)c(C)c2c1	1.9%	0.2%	4.3%	3.6%	47.4%
COc1ccc(CN2CCC(n3nccc3NC(=O)CCCc3ccccc3)CC2)cc1C	7.3%	i	-10.7%	6.7%	59.5%
O=C(Nc1ccc(N2CCCCC2)cc1)c1ccc2ccccc2n1	12.1%	0.4%	6.8%	0.4%	-2.6%
CCCCCCC(=O)Nc1cc2c(C)cc(=O)oc2cc1C	-3.5%	0.6%	2.4%	-11.1%	2.5%
COC(=O)Cc1ccc(NC(=O)c2cccs2)cc1	-1.7%	2.1%	0.9%	49.3%	6.7%
COCCN(C(=S)Nc1ccccc1C)C(C)c1cccnc1 (configuration not stated)	-0.3%	1.7%	2.4%	3.1%	12.5%
COc1ccc(N2CCN(C(=O)C3(S(=O)(=O)c4ccc(C)cc4)CC3)CC2)cc1	11.7%	1.4%	12.1%	-11.1%	7.9%
N/C(=N\NC(=O)Nc1ccccc1)c1ccccn1	nt	2.1%	-13.4%	7.7%	34.2%
O=C(Nc1nnc(S(=O)(=O)N2CCOCC2)s1)c1cccc(Br)c1	3.6%	0.3%	1.2%	5.5%	31.2%
CC1=NC(C(F)(F)F)(C(F)(F)F)C(C#N)=C(C)N1	4.2%	i	-3.5%	-4.3%	7.3%
COc1ccc(OC)c(-n2c(CNC3CCN(Cc4ccccc4)CC3)nc3ccccc3c2=O)c1	13.7%	1.0%	2.2%	-5.5%	35.1%
O=C(Nc1nncs1)C(Sc1ccccc1)c1ccccc1 (configuration not stated)	-3.2%	1.3%	-2.8%	-0.4%	-8.6%
CN(CC(=O)Nc1cccc(F)c1)C(=O)/C=C/c1ccc2ccccc2n1	-0.8%	3.3%	-3.9%	-0.6%	4.7%
Cn1cnc2c(oc3ccccc32)c1=O	-6.5%	1.4%	-0.7%	3.8%	3.7%
N=c1oc2ccc(Br)cc2cc1C(=O)NCc1ccccc1	-3.9%	3.1%	-9.1%	?	?
CCOc1ccccc1Nc1ncnc2c1cnn2-c1ccccc1	3.1%	7.1%	-10.5%	-1.2%	nt
COc1ccc(NC(=S)N2CCCC2)cc1	-9.7%	0.5%	-2.8%	-0.1%	-20.2%
O=C(/C=C/c1ccccc1)Oc1ccc(C(=S)N2CCOCC2)cc1	-7.1%	i	7.0%	13.4%	-24.2%
Cc1cccc(C)c1NC(=O)CN(C)C(C)C(=O)NCC(=O)Nc1ccc(F)c(F)c1F (configuration not stated)	1.1%	3.9%	nt	-4.3%	-26.1%
CC(=O)N1CCC(C(=O)c2ccc(Cl)cc2)CC1	17.8%	1.0%	0.9%	-5.4%	-11.6%
Cc1ccc(C(=O)CCC(=O)Nc2ncccc2O)cc1	3.3%	0.4%	10.0%	6.0%	5.5%

Four structures already listed, sorted by formula weight, rising:
compound	H1N1 NS1A inhibition	inhibitors of VEEV	Salmonella PhoP GFP	H37Rv inhibition	M. tuberculosis
Cc1ccc(C(=O)CCC(=O)Nc2ncccc2O)cc1	3.3%	0.4%	10.0%	6.0%	5.5%
COCCCN1CC(=O)N2Cc3[nH]c4ccccc4c3C[C@H]2C1=O	7.8%	i	-5.0%	3.5%	-12.2%
COc1ccc(CCNC(=O)CCCN2C(=O)c3ccccc3C2=O)cc1OC	-5.5%	i	-7.1%	-2.5%	0.7%
C=C(C)[C@@]12OC3(c4ccccc4)O[C@@H]1C1[C@@H]4O[C@]4(CO)[C@@H](O)[C@]4(O)C(=O)C(C)=C[C@H]4[C@@]1(O3)[C@H](C)[C@H]2OC(=O)/C=C/C=C/c1ccccc1 (some centres not stated)	6.3%	24.1%	15.3%	33.1%	-0.9%

Screening results: PubChem BioAssay, Southern Research Specialized Biocontainment Screening Center
